ERK EGF block: qHTS Assay for Inhibitors of the ERK Signaling Pathway using a Homogeneous Screening Assay; Stimulation with EGF; 130,000 tested, 0.41% active; Potency, µM (series often up to 11.5 µM), for the others: at the top dose activity change, negative = inhibition, hits mostly inhibitors; AID 1454, 2008; HEK293-V1b, EGF-stimulated phospho-ERK AlphaScreen; active = well fitted inhibition curve with a large enough effect; inconclusive = small, poorly fitted or top-dose-only effect, or effect the other way;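 also: plate controls were stimulated vehicle wells for no effect and unstimulated vehicle basal for full effect; nearly all actives have a fitted effect of over 55% in size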
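In this qHTS, HEK293 cells with stable type-1 vasopressin (V1b) receptor were exposed to compound at 37C for 30 min, stimulated 5 min with EGF at 25 nM, lysed, and probed for phospho-ERK by AlphaScreen.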
Starred values were filed as active, the others as inactive; ? = inconclusive; & = joins results of further samples; [ ] = dose if it differs, or a comment. Potency is read from the fitted curve at half-maximal effect.

SMILES	ERK EGF block
O=S(=O)(CCOc1ccccc1)N1CCOCC1	4%
Cc1ccccc1N1CCN(C(=O)c2ccccc2NC(=O)c2ccccc2C(=O)O)CC1	0%
Cc1cc(C)nc(NS(=O)(=O)c2ccc(N/C=C3\CCCC3=O)cc2)n1	3%
CCOC(=O)c1nn(-c2ccc(Cl)cc2)c2nc(CC)c(C#N)c(=O)n12	10%
Cc1ccccc1NC(=S)NCC(c1cccnc1)N(C)C (stereo not given)	4%
CC(C)(C)c1nc(C(C)(C)C)c(Br)c(=O)[nH]1	0%
CC(C)c1ccc(Nc2ncccc2C(=O)O)cc1	3%
CCCn1c(=O)c(C(=O)N/N=C/c2ccc(F)cc2)c(O)c2ccccc21	8%[57.5 µM]
CC(C)[C@@H](CO)NC(=O)c1ccc2c3n(nc2c1)-c1ccc(Cl)cc1CO3	-7%[57.5 µM]
O=C(NCc1n[nH]c(=S)n1Cc1ccccc1)c1ccccc1	-19%
COc1ccc2nc(Nc3ccccc3)sc2c1	8%
O=C(CCc1ccccc1)Nc1cc(C(=O)O)cc(C(=O)O)c1	-21%
O=C(c1ccccc1)c1ccc2nc(N3CCCCC3)c3nncn3c2c1	?
Cc1ncc([N+](=O)[O-])n1CCOC(=O)c1cc(Cl)cc(Cl)c1N	1%
CC(C)C1NC(C(=O)O)Cc2c1[nH]c1ccccc21 (stereo not given)	0%
CCN(CC)C(=S)SCC(=O)NC12CC3CC(CC(C3)C1)C2	-4%
Cc1cc(=O)[nH]c(SCC(=O)Nc2ccc(F)cc2)c1C#N	-6%
COc1cc(C=O)ccc1OCC(=O)NC(C)(C)C	-3%
CCOCCCNC(=O)C(NC(=O)c1ccc(NC(C)=O)cc1)c1ccccc1 (stereo not given)	3%
Cc1nc2cnc(N(C)C)nc2n(Cc2cccs2)c1=O	-2%
O=C(O)c1cccc(NC(=S)NC(=O)c2ccc(-c3ccc(Cl)cc3)o2)c1	2%
Cc1nc2ccc(NC(=O)COc3ccccc3)cc2s1	-10%
CCOC(=O)c1cnc2c(C)c(C)ccc2c1Nc1ccc(S(=O)(=O)Nc2ncccn2)cc1	8%
O=C(Nc1cc(S(=O)(=O)Nc2ccccc2Cl)ccc1O)c1cc2c(s1)CCCC2	-2%[57.5 µM]
O=C(NCCc1c[nH]c2ccccc12)/C(=C\c1cccnc1)NC(=O)c1ccco1	2%
O=C(CN(c1cccc(Cl)c1)S(=O)(=O)c1ccc(Cl)cc1)N1CCc2ccccc2C1	1%
CN(Cc1ccco1)c1nc(-c2cccc(C#N)c2)nc2ccccc12	7%
C1CCN(c2nc3nonc3nc2NCC2CCOCC2)CC1	9%
Clc1ccc2nc(CSc3ccccc3)cn2c1	2%
C[C@@H](C(=O)NCc1ccccn1)[C@@H]1C[C@@]1(C)[C@@H](NC(=O)OCc1ccccc1)c1ccccc1	-1%&1%
OC[C@H]1O[C@@H](Oc2cc(O)cc(/C=C/c3ccc(O)cc3)c2)[C@H](O)[C@@H](O)[C@@H]1O	?
Cn1c(CSCc2ccc(Cl)cc2)n[nH]c1=S	1%
COc1cc(/C(C)=N/Nc2ccc(C(=O)O)cc2)cc(OC)c1OC	0%
CCc1nnc(NC(=O)CSc2nnnn2-c2cccc(C(C)=O)c2)s1	-6%
O=C(O)c1ccc(S(=O)(=O)c2ccc(Sc3ccc(C(=O)O)c(C(=O)O)c3)cc2)cc1	3%
COc1ccc(C(=O)N2CCC3(CCCN(Cc4ccccc4OC)C3)CC2)cc1	-3%
CCN(CC)c1ccc2cc(/C(N)=N/NC(=O)c3cccs3)c(=O)oc2c1	-9%[57.5 µM]
CS(=O)(=O)N1CCN(c2ccc([N+](=O)[O-])c(SCc3ccco3)c2)CC1	-8%
COc1ccc(-c2nc(NC(=O)c3ccc(OCC(=O)N4CCOCC4)c(OC)c3)sc2C)cc1	?
CCCC(=O)Nc1nnc(-c2ccc3c(c2)OCCO3)o1	?
COc1ccc(CSCC(=O)NCCC(C)C)cc1	-5%
Cn1cccc1Cc1nnc(SCC(=O)N2CCc3ccccc32)n1-c1ccc(F)cc1	-6%
C[n+]1c2cc(N)ccc2cc2ccc(N)cc21	15%
c1ccc(-c2nc3ccccc3s2)nc1	3%[57.5 µM]
O=C(Nc1ccncc1)C1CCC(CNS(=O)(=O)c2cccc3nsnc23)CC1 (stereo not given)	-1%[57.5 µM]
O=C(CCc1nnc(-c2ccc3c(c2)OCO3)o1)N(Cc1ccncc1)CC1CCCO1 (stereo not given)	-18%
O=C(NCCc1c[nH]c2ccccc12)[C@H]1C[C@@H]1[C@H](NP(=O)(c1ccccc1)c1ccccc1)c1ccccc1	8%
COc1cccc(CNC(=O)CC2Sc3ccccc3NC2=O)c1 (stereo not given)	5%
CCOC(=O)C1=C(c2ccccc2)Nc2ncnn2C1c1ccc(O)cc1 (stereo not given)	-17%[57.5 µM]
CC1(C)Cc2c(sc3ncn4c(=S)[nH]nc4c23)CO1	4%[57.5 µM]

(list continues)
SMILES	ERK EGF block
Nc1c(C(=O)c2ccc(Cl)cc2)sc2nsc(SCCN3CCOCC3)c12	6%[57.5 µM]
CCCCn1c(=O)[nH]c(=O)c2c1nc(-c1ccc(-c3ccc(F)cc3)o1)n2C	-15%[57.5 µM]
Cc1ccc(NC(=S)NCCC2=CCCCC2)cc1	0%
O=C(Cc1ccc([N+](=O)[O-])cc1)NCc1ccc2c(c1)OCO2	-4%
CC(NC(=O)c1cccs1)C(c1cccs1)N1CCN(c2ccccc2)CC1 (stereo not given)	9%
CC(C)(C)c1ccc(CN2N=C(/C=C/c3ccccc3)CCC2=O)cc1	1%
O=C(CCCN1C(=O)c2ccccc2C1=O)N1CCCCC1	-3%
COc1ccc(C(=O)COc2ccc3ccc(=O)oc3c2)cc1	-8%[57.5 µM]
CC1(C)COCN1C(=O)c1ccc(Cl)c(Cl)c1	2%
CCC(=O)n1nc(-c2cccnc2)nc1NCc1ccc(F)cc1	-2%
C[C@@H](O)C1NC(=O)[C@H](CCCCN)NC(=O)c2cc([N+](=O)[O-])cc(F)c2NCCCC[C@@H](C(N)=O)NC1=O (stereo not given in full)	3%
O=C(CNC(=O)c1ccc(Cl)cc1Cl)OCc1nc2ccccc2s1	-3%
CC(C)(O)C#Cc1ccc(C(=O)NC(CCCNC(N)=O)C(=O)O)s1 (stereo not given)	-5%
Cc1cc(C)c2c(c1)cc(C)c1nnc(SCC(=O)Nc3ccccc3N3CCOCC3)n12	2%
COc1ccc(CC(=O)Nc2ccc(-c3noc(-c4ccc(Cl)cc4)n3)cc2)cc1	4%
Cc1ccc(F)cc1NC(=O)N1c2ccccc2NC(=O)CC1C (stereo not given)	6%[57.5 µM]
O=C(CCN1C(=O)c2ccccc2C1=O)C1=NN[C@@H]2C(=O)N(c3cccc(Cl)c3)C(=O)[C@H]12	-5%
O=[N+]([O-])c1cc(Br)cc(/C=N/n2cnnc2)c1O	7%
COCCn1c(C)cc(C(=O)COC(=O)c2ccc3c(c2)NC(=O)CS3)c1C	6%
COC(=O)Cc1ccc2oc(-c3cccnc3)nc2c1	?
Nc1cnn(C2CCCO2)c(=O)n1 (stereo not given)	1%[57.5 µM]
CCOc1cc(NC(=S)NCCCN(C)C)c(OCC)cc1NC(=O)C1CC1	0%
CN(C)CC[C@H](c1ccc(Br)cc1)c1ccccn1	-7%[25.7 µM]
Cn1c(SCc2ccccc2)nc2ccsc2c1=O	0%
COc1ccc(NC(=O)Nc2ccc3nonc3c2)cc1	9%[57.5 µM]
COc1ccccc1OCC(=O)OC/C(O)=C(\C#N)c1nc2ccccc2[nH]1	7%
COc1cc(OC)c(C(=O)NCC2CCCO2)cc1OC (stereo not given)	4%
CC(=O)/C(N=Nc1ccc(SC(F)F)cc1)=C(\C)O	2%
S=C(Nc1ccccc1)N(Cc1ccccc1)Cc1ccncc1	-28%
CNc1nc(N)c([N+](=O)[O-])c(NCc2ccccc2)n1	12%

Some of these compounds in order of the ERK EGF block value, highest first:
SMILES	ERK EGF block
CNc1nc(N)c([N+](=O)[O-])c(NCc2ccccc2)n1	12%
COc1ccccc1OCC(=O)OC/C(O)=C(\C#N)c1nc2ccccc2[nH]1	7%
COc1cc(OC)c(C(=O)NCC2CCCO2)cc1OC (stereo not given)	4%
CC(=O)/C(N=Nc1ccc(SC(F)F)cc1)=C(\C)O	2%
Cn1c(SCc2ccccc2)nc2ccsc2c1=O	0%
S=C(Nc1ccccc1)N(Cc1ccccc1)Cc1ccncc1	-28%

Returning to the listing, repeating the 5 entries before the break.
SMILES	ERK EGF block
COc1ccccc1OCC(=O)OC/C(O)=C(\C#N)c1nc2ccccc2[nH]1	7%
COc1cc(OC)c(C(=O)NCC2CCCO2)cc1OC (stereo not given)	4%
CC(=O)/C(N=Nc1ccc(SC(F)F)cc1)=C(\C)O	2%
S=C(Nc1ccccc1)N(Cc1ccccc1)Cc1ccncc1	-28%
CNc1nc(N)c([N+](=O)[O-])c(NCc2ccccc2)n1	12%
CC(=O)C1=C(Nc2ccccc2)CC(C)(O)C(C(C)=O)C1c1ccccc1 (stereo not given)	-5%[57.5 µM]
O=C(O)CNC(=O)/C(=C/c1ccco1)NC(=O)/C=C/c1ccccc1	-5%
O=C1CCCC/C1=C\Nc1ccc(S(=O)(=O)Nc2cnc3ccccc3n2)cc1	-7%[57.5 µM]
Cc1ccc(O)c(C(=O)c2cc(C#N)c3nc4ccccc4n3c2)c1	32µM*
CCCOc1ccc([N+](=O)[O-])c(N)c1	-1%
CCOc1ccc(Nc2nc(N)nc(CSC(=S)N3CCOCC3)n2)cc1	8%[57.5 µM]
CCOC(=O)c1ccc(NC(=O)C2CC(=O)N=C(N)S2)cc1 (stereo not given)	1%
CCN(CC)CCNc1ccc2nnc(CCNS(=O)(=O)c3ccc(C)cc3)n2n1	-2%
COc1cc(C#N)c(NC(=O)CN2CCC(C(N)=O)CC2)cc1OC	2%
Cc1ccc(NC(=O)CSc2ncnc3ccccc23)cc1S(=O)(=O)N1CCCCCC1	1%
CCOC(=O)Cc1csc(SCC(=O)NC2CCCC(C)C2C)n1 (stereo not given)	7%
Cc1ccc(Nc2nnc(SCC(=O)Nc3ncc(S(=O)(=O)c4ccc([N+](=O)[O-])cc4)s3)s2)cc1	15%
O=c1c(O)c(-c2ccccc2)oc2cc(O)ccc12	29%
COC(=O)c1c(NC(=O)c2cccc([N+](=O)[O-])c2)sc(C(N)=O)c1C	-11%
O=C(COc1ncnc2ccccc12)Nc1cc([N+](=O)[O-])ccc1F	-1%[57.5 µM]
Cc1cc(C)cc(N(C(=O)c2ccc(Br)o2)C2C=CS(=O)(=O)C2)c1 (stereo not given)	?
S=c1[nH]nc([C@@H]2C[C@H]2c2ccccc2)n1-c1ccccc1Cl	4%[57.5 µM]
Cc1ccccc1N1CC(C(=O)Nc2nnc(SCC(=O)Nc3nccs3)s2)CC1=O (stereo not given)	-1%
O=C(NCc1cccc(Br)c1)C1CC(c2ccccc2C(F)(F)F)=NO1 (stereo not given)	-4%[57.5 µM]
COc1ccc2nc(SCC(=O)Nc3ccc(S(=O)(=O)Nc4onc(C)c4C)cc3)[nH]c2c1	-6%
NC1=NC(c2ccc(Cl)cc2)C(C(=O)c2ccccc2)N1 (stereo not given)	?
COc1ccc(-n2cc(C(=O)Nc3cc([N+](=O)[O-])ccc3OC)c3ccccc3c2=O)cc1	4%
Nc1cc(-c2ccc(Br)cc2)nn1Cc1ccccc1	3%
N#CCCN(C(=O)COC(=O)c1ccc(CNS(=O)(=O)c2ccc(F)c(Cl)c2)cc1)c1ccc(F)cc1	8%
O=C(N/N=C/c1c(Cl)nc2ccccn2c1=O)c1cccnc1	-13%[57.5 µM]
Cc1cccc(-n2nc3c(c2NC(=O)c2ccco2)CS(=O)C3)c1C (stereo not given)	2%
O=C(Cc1ccc(Cl)cc1)NC1CC1	6%
COc1ccc(C)cc1NC(=S)NN1CCN(C)CC1	-13%
COC(=O)[C@@H]1C2CC3c4[nH]c5cc(OC)ccc5c4CCN3CC2C[C@H](OC(=O)c2cc(OC)c(OC)c(OC)c2)C1OC (stereo not given in full)	26%
CN(C)c1ccc(/C=N/NC(=O)C2COc3ccccc3O2)o1 (stereo not given)	10%

3 compounds picked at random from those above:
SMILES	ERK EGF block
CN(C)c1ccc(/C=N/NC(=O)C2COc3ccccc3O2)o1 (stereo not given)	10%
Cc1cccc(-n2nc3c(c2NC(=O)c2ccco2)CS(=O)C3)c1C (stereo not given)	2%
O=C(N/N=C/c1c(Cl)nc2ccccn2c1=O)c1cccnc1	-13%[57.5 µM]

Next compounds:
SMILES	ERK EGF block
CC1=NN(c2ccccc2)C(=O)/C1=C\c1cn(C)c2ccccc12	14µM*
N#Cc1c(SCC(=O)O)nc(N2CCOCC2)c2c1CCCC2	-2%[57.5 µM]
COc1ccccc1N/N=C1\COC(C)(C)CC1=O	-6%[57.5 µM]
CC(=O)NC(Cc1ccccc1C)C(=O)NC1CCN(C(=O)c2ccc(C)cc2)CC1 (stereo not given)	-3%
CC(=O)c1c(C)[nH]c(C(=O)Nc2ccc(C)c(S(=O)(=O)Nc3ccc(C)cc3C)c2)c1C	-13%[57.5 µM]
O=C(c1cc(Cl)cc(Cl)c1)N1CCN(c2cc(C(F)(F)F)nc3ccccc23)CC1	3%[57.5 µM]
O=C1CC(C(=O)Nc2ccccc2)S/C(=N\NC(=O)c2ccccc2Cl)N1 (stereo not given)	5%
FC(F)(F)Sc1ccc(NC(=S)NCc2ccccc2)cc1	1%[57.5 µM]
Cc1cc(=O)[nH]c(N/N=C/c2ccc(Cl)c([N+](=O)[O-])c2)n1	11%[57.5 µM]
FC(F)Oc1ccc(-c2csc(Cc3nnc4n3CCCCC4)n2)cc1	0%
COc1ccccc1C(=O)N1CCN(c2cccc(Cl)c2)CC1	2%[57.5 µM]
O=C(Nc1nnc(-c2ccc(F)cc2)o1)c1ccco1	-1%[57.5 µM]

Bioassay records from PubChem.

A portion of the library (hit frequency here may not be typical).
